Compound activity (PubChem BioAssay)
Mito fusion act – blocks mitochondrial division or promotes mitochondrial fusion; Potency, µM (titrated, usually from 46.1 µM), for the others: at the top dose growth rescue (activation), actives largely listed as activators; S. cerevisiae fusion-defective mutant growth rescue, CellTiterGlo 48 h; 320,000 tested, 0.23% active;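 note: potency is the fitted concentration of half-maximal effect; % of control where 0% means no effect; nearly all actives have a fitted effect of over 45% in size; temperature-sensitive fusion mutants such as fzo1-1 at 37 °C on non-fermentable ethanol glycerol medium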
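Luminescent cell viability in 1536-well qHTS format served as the measure of rescued growth in ts fusion-mutant S. cerevisiae cultured on non-fermentable YPEG for 48 hours at 37C.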
KCNH2 WT inh – KCNH2 (human, wildtype) channel inhibition; Q12809; activity change, % at 1.84 µM; U2OS, BacMam KCNH2, thallium flux FluxOr; stronger effect = lower value; 340,000 tested, 0.37% active; AID 720551;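 active = maximum activity change below -70%; inconclusive = maximum activity change between -70% and -50%; inactive = maximum activity change above -50%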; note: % is set by controls: 0 for no effect and ±100 for the full control effect
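U2OS cells transduced with wild-type KCNH2 virus are loaded with FluxOr dye for 45 min, and thallium flux is measured in kinetic reads before and after stimulation buffer. Rate constants are normalized to DMSO controls.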
ELG1 repair inh – blocks ELG1-dependent DNA repair in HEK293T cells; HEK293T ELG1-luciferase reporter, luminescence, 16 h; DNA damage induced by 5-fluorouridine; Potency, µM (highest dose often 46.1 µM), for inactives: top-dose activity change, negative = inhibition, most hits filed as inhibitors; 330,000 tested, 2.3% active; note: potency is the fitted concentration of half-maximal effect; % is set by controls: 0 for no effect and ±100 for the full control effect; nearly all actives have a fitted effect of over 55% in size
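Step one: seed 2,000 cells per well. Step two: pin-transfer compound or DMSO alongside 5-fluorouridine. Step three: incubate 16 hr, 37 °C, 5% CO2. Step four: add ONE-Glo, wait 30 min, read luminescence.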
A-T KAP1 phos – candidate therapy for ataxia-telangiectasia; […] A-T fibroblasts, KAP-1 phosphorylation AlphaLISA; neocarzinostatin DNA damage 30 min before lysis; Potency, µM (series often up to 57.5 µM), inactives show at the highest dose activation, actives largely listed as activators; 320,000 tested, 0.19% active; AID 485349; note: potency is the fitted concentration of half-maximal effect; % of control where 0% means no effect; nearly all actives have a fitted effect of over 45% in size
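ATM-like activity read as KAP-1 phosphorylation via AlphaLISA donor/acceptor antibody pairs after lysis and 6 hr at 25C. Cells were ATM-null patient fibroblasts ([…], hTERT), dosed 60 min, then exposed to the DSB inducer NCS for 30 min.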
KCNH2 3.1 inh – KCNH2 3.1 (human) potassium channel inhibition; U2OS KCNH2 3.1, thallium flux FluxOr; stronger effect = lower value; activity change, % (tested at about 1.8 µM); 340,000 tested, 0.95% active; AID 720553;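 active = maximum activity change below -70%; inconclusive = maximum activity change from -70% to -50%; inactive = maximum activity change above -50%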;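 note: thallium influx rate constant from kinetic fluorescence after stimulation buffer; % is set by controls: 0 for no effect and ±100 for the full control effect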
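Virally transduced U2OS (3.1 isoform, 4 h infection in dark at RT) → overnight 37 C → FluxOr + Red40 in HBSS/HEPES, 45 min → stimulation buffer, 2 min kinetic read → rate constant vs DMSO controls.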
USP2a block – USP2a (human) protease inhibition. O75604. USP2 core, Ub-CHOP2 coupled fluorogenic reporter, 485/531. Potency, µM (top dose mostly 38.3 µM), inactives show at the top dose activity change, negative = inhibition, usual class: inhibitors. 330,000 tested, 0.01% active. AID 463254;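 note: potency is the fitted concentration of half-maximal effect; plate controls were DMSO wells for no effect and full inhibition by NEM control for full effect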
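Deubiquitinase activity read as fluorescence (485/531 nm) after Ub-CHOP2 cleavage activates the enterokinase reporter on its substrate; USP2 core 10nM, Ub-CHOP2 and substrate 25nM each, 30min compound preincubation then 60min RT; data normalized to NEM, curves fitted.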
Eya2 phos inh – Eya2 (human) phosphatase inhibition. O00167. recombinant Eya2, OMFP fluorescence dephosphorylation (OMFP is methylfluorescein phosphate). Potency, µM (doses to about 76.9 µM), for the others: at the highest dose activity, negative = inhibition, hits mostly inhibitors. 330,000 tested, 0.006% active; note: potency is the fitted concentration of half-maximal effect; % is set by controls: 0 for no effect and ±100 for the full control effect
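Eya2 protein (added as 0.2 uM solution) was preincubated with compound for 10 min at ambient temperature in 50 mM HEPES pH 7.5, 50 mM NaCl, 5 uM MgCl2, 0.05% BSA, 1 mM DTT. OMFP (added at 50 uM) then reacted 10 min; fluorescence read at 485/525 nm.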
TSHR antag – blocks TSH signaling through the human TSH receptor | AID 504810 | activity change, negative = inhibition, % at 11.5 µM | 330,000 tested, 0.2% active | TSHR-expressing cells, TSH-stimulated cAMP HTRF, 2 h; stronger effect = lower value | P16473;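 active = activity change below a set negative limit, meaning inhibition stronger than a set level, cut at about -70% in these data; inconclusive = activity change between two set negative limits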; note: % is set by controls: 0 for no effect and ±100 for the full control effect
Target sequence (P16473 whole entry, looked up): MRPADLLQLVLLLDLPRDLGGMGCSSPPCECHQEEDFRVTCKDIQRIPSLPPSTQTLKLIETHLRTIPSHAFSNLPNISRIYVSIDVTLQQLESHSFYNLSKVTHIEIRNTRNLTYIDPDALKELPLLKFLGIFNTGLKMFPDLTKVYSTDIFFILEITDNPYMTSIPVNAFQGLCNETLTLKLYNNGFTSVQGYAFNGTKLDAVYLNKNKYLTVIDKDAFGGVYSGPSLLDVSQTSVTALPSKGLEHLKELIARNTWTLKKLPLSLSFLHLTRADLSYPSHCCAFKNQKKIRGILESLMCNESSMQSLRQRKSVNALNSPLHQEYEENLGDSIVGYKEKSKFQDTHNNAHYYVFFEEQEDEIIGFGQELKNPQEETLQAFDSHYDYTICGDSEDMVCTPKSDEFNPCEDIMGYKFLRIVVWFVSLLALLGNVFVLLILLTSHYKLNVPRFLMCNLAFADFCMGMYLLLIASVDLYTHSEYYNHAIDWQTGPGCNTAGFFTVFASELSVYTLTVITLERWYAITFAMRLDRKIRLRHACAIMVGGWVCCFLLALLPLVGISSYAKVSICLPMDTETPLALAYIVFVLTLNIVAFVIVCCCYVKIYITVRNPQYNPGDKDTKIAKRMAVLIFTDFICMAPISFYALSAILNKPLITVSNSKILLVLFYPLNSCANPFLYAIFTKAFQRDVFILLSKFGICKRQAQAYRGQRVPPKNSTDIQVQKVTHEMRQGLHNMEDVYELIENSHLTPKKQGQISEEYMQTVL
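TSHR-expressing cells, 200/well, pre-treated with compound, then stimulated with EC80 TSH (4nM final) for 2 hours at 37 deg C. cAMP measured by competitive HTRF: anti-cAMP cryptate antibody in lysis buffer plus cAMP-d2, read after 30 minutes at room temperature.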
TCR activator – activates T cell receptor signaling | primary human leukocytes, anti-CD3, IL-2 HTRF, 48 h | Potency, µM (series often up to 9.22 µM), inactives show top-dose activation of IL-2 secretion, most hits filed as activators | 330,000 tested, under 10 active; note: % of control where 0% means no effect
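HTRF read-out of IL-2 secretion: europium cryptate donor excited at 320nm, d2 acceptor emission at 665nm. Cells were primary human leukocytes incubated 48 hr with compounds and a-CD3 beads, supplying TCR signal only.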
TRPV1 agonist – activates the human vanilloid receptor TRPV1; Q8NER1; 320,000 tested, 0.19% active; TRPV1-expressing cells, Fluo-8 calcium influx, agonist mode; activation, % at 8.33 µM; in the data active = activation above about 80%; inconclusive = between about 30% and that limit; note: 0% is about no effect
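Fluo-8 calcium influx in TRPV1-expressing cells, kinetic read (ex 480/em 520 nm). Compound added and read 3 min for agonist activity, followed by capsaicin at EC20 final and 2 min further read for enhancement.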
Numbers without * were called inactive; ? = inconclusive; / = not tested or not shown; [ ] = remark or other dose. Unless noted, calls come from the whole dose curve; as a rule, active = well fitted curve in the direction sought with a large enough effect; inconclusive = small, poorly fitted or top-dose-only effect, or another doubt; inactive = no such curve, though single readings can be large; an effect the other way counts as inactive or inconclusive. This is a subset, so the mix of outcomes need not match the whole.

SMILES	Mito fusion act	KCNH2 WT inh	ELG1 repair inh	A-T KAP1 phos	KCNH2 3.1 inh	USP2a block	Eya2 phos inh	TSHR antag	TCR activator	TRPV1 agonist
CCOC(=O)COc1ccc(Br)cc1/C=C\c1[nH]c(=O)[nH]c(=O)c1[N+](=O)[O-]	0%	-3	-2%	6%	-1	0%	-2%	-31	-10%[46.1 µM]	-2
Cc1ccccc1/C=C\c1nc(O)c([N+](=O)[O-])c(=O)[nH]1	3%	1	22%	2%	-6	5%	-8%	-1	7%	-4
CC(C)Nc1nc(Cl)nc(NCCOc2ccccc2)n1	9%	1	?	1%	-30	0%	1%	-7	-2%[46.1 µM]	5
COc1cccc(CN2CC(C(=O)NCc3cccc(Cl)c3)CCC2=O)c1 (configuration not stated)	2%	6	15%	7%	1	2%	1%	-3	-1%	11
COCCNC(=O)C(C)Oc1ccccc1 (configuration not stated)	1%	/	?	9%	-1	3%	2%	-6	10%	-1
O=C(CNS(=O)(=O)c1ccccc1F)Nc1ccc(N2CCOCC2)cc1	3%	-1	5%	-2%	6	4%	-4%	0	-23%	1
CCOC(=O)CNS(=O)(=O)CCN1C(=O)c2ccccc2C1=O	1%	4	0%	/	-8	1%	-20%	0	-3%	0
Fc1ccccc1-c1[nH]ncc1-c1nnnn1-c1ccccc1	1%	21	-7%	4%	-1	3%	-6%	-5	-5%	2
Cc1ccc(C)c(C(C)NC(=O)c2ccncc2)c1 (configuration not stated)	1%	-14	-3%	-21%	1	2%	5%	-14	-4%	-4
N#C/C(=C(/O)CSc1ccccc1C(=O)O)c1nc2ccccc2s1	-2%	7	?	3%	-10	-1%	11%	-8	-1%	1
Cc1ccc(S(=O)(=O)N2CCCCC2)cc1NC(=O)c1ccc2c(=O)n3c(nc2c1)CCCCC3	-1%	/	12µM*	/	/	-2%	-3%	-8	-5%[46.1 µM]	-1
Cc1cc(C2N=C(N)Nc3nc4ccccc4n32)c(C)n1-c1ccccc1Cl (configuration not stated)	0%	13	-18%	-4%	5	-15%	8%[15.4 µM]	8	2%	-3
CCC(Sc1ccccc1C(=O)O)C(=O)O (configuration not stated)	1%	5	-1%	0%	0	3%	9%	-1	0%	3
CCCCN(C(=O)c1cccc(-n2cccc2)c1)c1c(N)n(CCCC)c(=O)[nH]c1=O	-10%	21	?	-1%	18	1%	-28%	1	0%	-1
CC12CC(c3ccccc3O1)N(C(=O)c1ccco1)C(=O)N2c1ccccc1 (configuration not stated)	3%	5	-2%	6%	9	0%	0%	-4	-1%	3
OCCC1CN(Cc2cccn2-c2nccs2)CCN1CCc1ccccc1 (configuration not stated)	0%	20	-14%	-2%	-30	6%	-7%	-9	-7%	3
O=C(Nc1ccncc1)c1cc2ccccc2cc1O	9%	1	?	0%	-2	1%	-9%	-13	0%	17
CC(C)c1ccc(NC(=O)COC(=O)/C=C/c2cccc(Br)c2)cc1	-5%	11	?	-1%	21	2%	7%	0	3%[46.1 µM]	2
COc1ccc(C(=O)C2CCN(C(=S)Nc3ccc(F)cc3)CC2)cc1	-1%	7	?	0%	16	-1%	-3%	-3	0%	2
COc1cc2c(-c3ccc4cc[nH]c4c3)c(-c3ccc(C#N)cc3)oc(=O)c2cc1OC	?	-5	-21%	3%	-13	0%	22%	-8	13%	5

Random excerpt: five entries already listed, in no set order.
SMILES	Mito fusion act	KCNH2 WT inh	ELG1 repair inh	A-T KAP1 phos	KCNH2 3.1 inh	USP2a block	Eya2 phos inh	TSHR antag	TCR activator	TRPV1 agonist
OCCC1CN(Cc2cccn2-c2nccs2)CCN1CCc1ccccc1 (configuration not stated)	0%	20	-14%	-2%	-30	6%	-7%	-9	-7%	3
CC(C)c1ccc(NC(=O)COC(=O)/C=C/c2cccc(Br)c2)cc1	-5%	11	?	-1%	21	2%	7%	0	3%[46.1 µM]	2
Cc1cc(C2N=C(N)Nc3nc4ccccc4n32)c(C)n1-c1ccccc1Cl (configuration not stated)	0%	13	-18%	-4%	5	-15%	8%[15.4 µM]	8	2%	-3
Cc1ccc(S(=O)(=O)N2CCCCC2)cc1NC(=O)c1ccc2c(=O)n3c(nc2c1)CCCCC3	-1%	/	12µM*	/	/	-2%	-3%	-8	-5%[46.1 µM]	-1
CC12CC(c3ccccc3O1)N(C(=O)c1ccco1)C(=O)N2c1ccccc1 (configuration not stated)	3%	5	-2%	6%	9	0%	0%	-4	-1%	3

(further entries)
SMILES	Mito fusion act	KCNH2 WT inh	ELG1 repair inh	A-T KAP1 phos	KCNH2 3.1 inh	USP2a block	Eya2 phos inh	TSHR antag	TCR activator	TRPV1 agonist
COc1ccc(C(CNC(=O)COc2ccccc2)N2CCOCC2)cc1 (configuration not stated)	-2%	27	26%	10%	16	0%	11%	6	-2%	1
COc1ccc2cc(C)c3nnc(SCC(=O)Nc4cc(OC)c(OC)cc4C(=O)O)n3c2c1	5%	-5	-11%	-2%	2	14%	1%	-1	5%	4
COC(=O)c1ccccc1-n1c(CCC(=O)O)ccc1-c1ccc(F)cc1	11%	1	0%	-4%	-4	1%	-4%	3	0%	-6
CCOc1cc(S(=O)(=O)NCc2ccco2)c(OCC)cc1-n1cnnn1	4%	3	1%	0%	-13	1%	0%	4	2%	3
N#Cc1c(NC(=O)c2ccccc2Cl)n(Cc2ccccc2)c2nc3ccccc3nc12	-2%	-9	21µM*	10%	-6	-1%	3%	-41	-3%[46.1 µM]	1
CCC1(C)N=C(c2ccc3c(c2)OCO3)CC(c2ccccc2O)N1 (configuration not stated)	6%	-6	?	7%	-3	1%	-8%	-10	5%	21
O=C(NCc1cccs1)c1ccccc1C(=O)NCc1cccs1	4%	-3	16%	6%	0	1%	14%	5	-6%	-3
CCn1c(SCC(=O)Nc2ccccc2Br)nnc1-c1cnccn1	-3%	11	?	8%	-14	5%	-21%	11	10%	-5
Cc1ccc(S(=O)(=O)N2C/C=C\CN(S(=O)(=O)c3ccccc3Br)CC2)cc1	/	14	?	-13%	-6	3%	0%	-21	-1%[46.1 µM]	/
CC(=O)N(C)c1ccc(NC(=O)Nc2ccc(C)cc2)cc1	0%	3	?	3%	15	1%	-3%	4	-18%	0

Entries shown so far that contain a furan ring, fused or not:
SMILES	Mito fusion act	KCNH2 WT inh	ELG1 repair inh	A-T KAP1 phos	KCNH2 3.1 inh	USP2a block	Eya2 phos inh	TSHR antag	TCR activator	TRPV1 agonist
CC12CC(c3ccccc3O1)N(C(=O)c1ccco1)C(=O)N2c1ccccc1 (configuration not stated)	3%	5	-2%	6%	9	0%	0%	-4	-1%	3
CCOc1cc(S(=O)(=O)NCc2ccco2)c(OCC)cc1-n1cnnn1	4%	3	1%	0%	-13	1%	0%	4	2%	3

(more compounds)
SMILES	Mito fusion act	KCNH2 WT inh	ELG1 repair inh	A-T KAP1 phos	KCNH2 3.1 inh	USP2a block	Eya2 phos inh	TSHR antag	TCR activator	TRPV1 agonist
CCC(C)(C)N(C(=O)CCC(=O)Nc1cc(C)on1)C(C(=O)NC(C)(C)C)c1ccc(OC)cc1 (configuration not stated)	6%	-2	-12%	7%	-15	1%	-7%	-2	7%	9
Cc1[nH]c(=O)[nH]c(=O)c1NC(=O)c1ccc(OC(C)C)cc1	0%	-25	-5%	2%	-12	0%	4%	0	-22%	2
CC(c1ccccc1)C1CC(=O)N(c2ccccc2)C1=O (configuration not stated)	1%	5	3%	2%	14	-1%	5%	6	4%	3
Cc1ccc(CSCC(=O)Nc2ccc3c(c2)OCO3)cc1	5%	-5	14%	-2%	-14	-1%	-1%	2	1%	?
O=C(NCCc1csc(-c2cccnc2)n1)c1ccc(Cl)cc1	-1%	14	-9%	4%	-4	-2%	-3%	-2	1%	4
Cc1ccc(S(=O)(=O)N2CCC(C(=O)OCc3ccccc3)CC2)cc1C	5%	-3	7%	4%	-32	-4%	-10%	1	-3%	3
O=C(CSc1nnc(-c2ccco2)o1)c1ccccc1Cl	5%	-6	?	-4%	7	2%	-19%	-8	0%	7
Cc1nn(C)c(C)c1CN(Cc1nc(-c2ccc(F)cc2F)oc1C)C1CC1	7%	-12	?	5%	-2	-6%	-1%	2	2%	-1
COc1cc(NC(=S)NC(=O)c2cccs2)ccc1NC(=O)C(C)C	-4%	-2	2%	-3%	-9	9%	-15%	12	-3%	14
Cc1cccc(N2CCN(C(=O)c3ccc(NS(=O)(=O)c4ccc5[nH]c(=O)[nH]c5c4)cc3)CC2)c1C	-4%	-1	-9%	4%	9	-7%	1%	-25	-3%	-1
Cc1cc(C)c(C)c(S(=O)(=O)NCCCN2CCCC2=O)c1C	-2%	-29	4%	2%	-4	-1%	3%	6	0%	1
COc1ccc(-n2c(C)cc(C(=O)COc3ccc(C)nc3[N+](=O)[O-])c2C)cc1	?	14	18%	-6%	/	-6%	2%	-4	-2%[46.1 µM]	7
